HttQ103 aggreg: mutant huntingtin aggregation inhibition. PC12 HttQ103-GFP aggregates, Acumen cytometry, 40 h. actives 1.1% (n = 220,000). Potency, µM (highest dose often 46.1 µM), for inactives: at the top dose activity change, negative = inhibition, usual class: inhibitors; also: % is scaled to controls: 0 for no effect and ±100 for the full control effect; nearly all actives have a fitted effect of over 60% in size
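Steps: seed 1500 PC12 HTTQ103-GFP cells/well; add tebufenozide, 100 nM final; add compound titration; add ATPLite reagent; quantify GFP aggregates by laser scanning cytometry.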
HTT cytoprotect: cytoprotection in Huntington HTT-Q103 PC12 cell model; actives 0.14% (n = 230,000); PC12 HTT-Q103 induced, cytoprotection, ATP luminescence, 40 h; AID 1471; Potency, µM (highest dose often 56.4 µM), for the others: cytoprotection (ATP increase), hits mostly activators;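 also: % of control where 0% means no effect; nearly all actives have a fitted effect of over 45% in size; toxic huntingtin expression switched on by the ecdysone agonist tebufenozide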
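Huntington model: PC12 line, ecdysone-inducible HTTQ103 exon1–GFP, tebufenozide 100 nM. Test articles in a dose series. Endpoint luminescence from cellular ATP.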
GAA glycogen mod: inhibitors or activators of human alpha-glucosidase glycogen cleavage; recombinant GAA, glycogen substrate, Amplex Red glucose oxidase fluorescence; AID 2100; actives 0.38% (n = 300,000); Potency, µM (titrated, usually from 76.4 µM), without a hit: at the top dose activity change, negative = inhibition, usual class: inhibitors;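 also: 0% = full enzyme reaction and -100% = no-enzyme basal signal; the screen sought inhibitors and activators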
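qHTS, 1536-well; enzyme 4 nM final; cpd up to 77 uM; substrate bovine liver glycogen 30 ug; 50 mM citrate/phosphate pH 5.0, 0.01% Tween-20; 37 C, 40 min; Amplex Red detection 45 min RT; Hill fit → AC50.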
GAA inh: alpha-glucosidase (human) inhibition; purified human GAA, 4-MU-alpha-glucoside fluorescence; actives 0.005% (n = 200,000); Potency, µM (doses to about 76.9 µM), for the others: top-dose activity change, negative = inhibition, hits mostly inhibitors; P10253;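 also: plate controls were uninhibited enzyme wells for no effect and no-enzyme background for full effect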
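Human alpha-glucosidase, 4 nM, pre-mixed with test compounds before 400 uM 4-methylumbelliferyl substrate; 20 min room temperature at pH 5.0. Fluorescence read after pH 10 stop; AC50 values from Hill-equation fits.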
aGlu spleen mod: inhibitors or activators of human alpha-glucosidase in spleen homogenate | P10253 | human spleen homogenate, 4-MU-alpha-glucoside fluorescence | Potency, µM (highest dose often 79.9 µM), for inactives: at the highest dose activity change, negative = inhibition, most hits filed as inhibitors | actives 0.006% (n = 240,000) | AID 2112;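 also: 0% = enzyme with vehicle and -100% = no enzyme basal signal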
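Human spleen homogenate (1 ug) incubated with compounds and 1 mM 4-methylumbelliferyl-alpha-D-glucopyranoside in pH 5.0 citrate/phosphate buffer, 37 C, 40 min. Stopped at pH 10; 4-MU fluorescence (Ex 365/Em 440 nm); AC50 by Hill fit.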
IMPase Li inh: membrane-permeable IMPase blocker, potentiated with lithium; actives 0.35% (n = 210,000); Potency, µM (titrated, usually from 59.4 µM), for the others: at the top dose activity, negative = IMPase inhibition, most hits filed as inhibitors; CHO-M1 cells, IP1 TR-FRET (IP-One), carbachol + lithium;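 also: IP1 builds up when IMPase is blocked and the TR-FRET signal falls; plate controls were basal vehicle for no effect and high inhibitor control for full effect; nearly all actives have a fitted effect of over 50% in size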
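IP1 accumulation measured by competitive TR-FRET in lysed CHO-M1 cells after 30 min compound exposure at 37C, with a small lithium addition to potentiate weak responses. Hill-equation AC50 from ratio and donor-channel data.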
RGS12 GoLoco inh: inhibitors of human Gai1-RGS12 GoLoco interaction (red fluorophore); Gai1:RGS12 GoLoco peptide FP, rhodamine, 10 min; Potency, µM (series often up to 61.6 µM), inactives show top-dose activity, negative = inhibition, usual class: inhibitors; actives 0.44% (n = 230,000); active = well fitted inhibition curve with a large enough effect, not every such curve was filed as active; inactive = no such curve, though single readings can be large or run the other way; also: % is scaled to controls: 0 for no effect and ±100 for the full control effect; nearly all actives have a fitted effect of over 30% in size; many of its hits are not listed in these tables
Target sequence (P63096 whole entry, looked up): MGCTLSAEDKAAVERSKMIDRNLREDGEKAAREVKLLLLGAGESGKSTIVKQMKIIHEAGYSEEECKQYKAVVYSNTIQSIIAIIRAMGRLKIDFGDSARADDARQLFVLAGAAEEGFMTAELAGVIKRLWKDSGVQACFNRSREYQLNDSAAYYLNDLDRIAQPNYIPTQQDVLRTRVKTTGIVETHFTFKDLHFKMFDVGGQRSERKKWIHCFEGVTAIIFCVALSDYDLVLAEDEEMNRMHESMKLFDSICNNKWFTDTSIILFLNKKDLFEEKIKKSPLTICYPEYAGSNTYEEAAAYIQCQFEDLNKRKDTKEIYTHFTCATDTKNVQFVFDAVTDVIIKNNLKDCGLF
The depositor's hits bear a star; ? = inconclusive; · = not tested or not shown; [ ] = another dose, or the depositor's remark. Unless noted, calls follow the shape of the dose curve; as a rule, active = well fitted curve in the direction sought with a large enough effect; inconclusive = small, poorly fitted or top-dose-only effect, or another doubt; inactive = no such curve, though single readings can be large; an effect the other way counts as inactive or inconclusive. Potency is read from the fitted curve at half-maximal effect.

SMILES	HttQ103 aggreg	HTT cytoprotect	GAA glycogen mod	GAA inh	aGlu spleen mod	IMPase Li inh	RGS12 GoLoco inh
COc1ccc(C(=S)N2CCCCC2)cc1Br	2%	-41%[inhibitor]	-3%	-5%	0%	-1%	6%
COc1ccc(NC2CC(=O)N(c3cc([N+](=O)[O-])ccc3C)C2=O)cc1 (stereo not drawn)	8%	7%	0%	7%	6%	5%	7%
CC(=O)Oc1ccc(C(=O)Nc2ccccc2C(=O)N2CCCCC2)cc1	7%	-37%[inhibitor]	-8%	1%	-14%	2%	5%
O=C(c1ccccc1)c1c[nH]c(C(=O)NCCCN2CCOCC2)c1	-22%	7%	0%	?	-3%	-3%[38.3 µM]	7%
CC(=O)Nc1cccc(NC(=O)CSc2ccc(-c3cccnc3)nn2)c1	18%	-33%[inhibitor]	5%	0%	3%	-4%	3%
COc1cc(C(=O)NC(CCSC)C(=O)OCC(=O)C(C)(C)C)cc(OC)c1OC (stereo not drawn)	22%	-7%[10 µM]	-10%	-2%	4%	2%	0%
CC(C)(C)c1ccc(C(=O)Nc2ccc(Cl)cc2)cc1	-27%	13%[10 µM]	-3%	4%	3%	?	5%
Cc1ccc(C(=O)Nc2c(-c3cccs3)nc3cc(C)ccn23)cc1	-12%	10%[10 µM]	-21%	-5%	-7%	13%[38.3 µM]	3%
Cc1cc(-c2csc(NC(=O)c3ccc(S(=O)(=O)N(C)C)cc3)n2)c(C)n1-c1ccccc1	6%	12%[10 µM]	21%	-6%	5%	7%	26%
CC(=O)C1=C(O)C(=O)N(CO)C1c1ccccc1F (stereo not drawn)	19%	-18%	2%	-3%	4%	-4%[38.3 µM]	6%
COC(=O)C1=C(N)Oc2cc(C)[nH]c(=O)c2C1c1ccccc1OC (stereo not drawn)	15%[9.22 µM]	11%[10 µM]	4%	·	5%	·	4%
COc1ccc(OC)c(S(=O)(=O)N2Cc3ccccc3CC2C(=O)O)c1 (stereo not drawn)	8%	-14%	-2%	-12%	1%	14%[38.3 µM]	1%
COc1ccc(-c2cc(C3CCN(Cc4cccc(C(F)(F)F)c4)CC3)[nH]n2)cc1	?	?	1%	-11%	·	3%	1%
CN(C)S(=O)(=O)Oc1ccccc1C(=O)Nc1cccc(C(F)(F)F)c1	-12%	8%	-4%	-11%	-13%	6%[38.3 µM]	-1%
Cc1ccc2c(c1)C(c1ccc(O)cc1)(c1ccc(O)cc1)C(=O)N2C	4%	-15%	-10%	2%	0%	6%	7%
CC(C)(C)NC(=O)C12CCC(C)(c3nc4ccccc4nc31)C2(C)C (stereo not drawn)	1%	-2%	3%	3%	2%	13%[38.3 µM]	-9%
Cc1cc(C)cc(NC(=O)Cc2ccc(-n3cccc3)cc2)c1	6%	7%[10 µM]	-3%	-4%	6%	-2%	15%
O=C(COC(=O)c1cccc(Cl)c1)Nc1cc(Cl)ccc1Oc1ccccc1	-12%	-8%[10 µM]	-4%	-11%	-10%	6%	5%
CCC1(O)CC(C(=O)OC)=NN1C(=O)c1ccccc1 (stereo not drawn)	5%	-43%[inhibitor]	?	1%	4%	-12%[38.3 µM]	-14%
COc1ccc(-c2noc(CCC(=O)Nc3cccc(C)c3)n2)cc1	4%	-3%[0.074 µM]	-3%	-2%	-3%	23%[38.3 µM]	0%
CC(C)CNC(=O)c1ccccc1NC(=O)CCSc1ccccc1	9%	-7%[10 µM]	6%	-1%	-5%	6%	-1%
O=C(Oc1ccccc1C(=O)O)c1ccccc1O	-6%	29%	·	·	-7%	8%	8%
O=C(NC1CCCCC1)C(c1cc2c(cc1[N+](=O)[O-])OCO2)N1CCCCC1 (stereo not drawn)	-6%	·	11%	-5%	1%	17%	-11%
Cc1noc(C)c1COc1ccc(CC(=O)NCc2ccccc2)cc1	-9%	·	6%	4%	1%	0%	1%
O=C(CSc1ncn[nH]1)Nc1nc(-c2cccc([N+](=O)[O-])c2)cs1	17%[9.22 µM]	-1%[10 µM]	0%	-25%	-3%	·	10%
CCOC(=O)Nc1nc(C)c(C(=O)N(C)C)s1	-14%	-5%	-4%	1%	-6%	0%[38.3 µM]	10%
Cc1cc(C(=O)Nc2nnc(C(F)(F)F)s2)cs1	0%[9.22 µM]	-12%[10 µM]	3%	·	1%	·	2%
O=C(Nc1ccccc1)N1CCN(C2c3ccccc3-c3ccccc32)CC1	36%[9.22 µM]	17%[10 µM]	1%	·	4%	·	-6%
CCCC(=O)N1CCN(Cc2ccc3c(c2)OCO3)CC1	11%	-4%[10 µM]	13%	10%	-1%	-2%	9%
CCOC(=O)c1[nH]c2ccc(OC)cc2c1NC(=O)N1CCOCC1	0%	-17%[0.074 µM]	?	3%	-4%	-8%[38.3 µM]	-3%
COc1ccc(S(=O)(=O)Nc2c(C(=O)O)[nH]c3ccccc23)c(OC)c1	4%	-13%	3.5µM*	0%	4%	-8%[38.3 µM]	-1%
O=C(COc1ccc(C(=O)c2ccccc2)cc1)NCc1ccc(F)cc1	-20%	-54%[inhibitor][10 µM]	-10%	-5%	5%	5%	12%
COc1ccc(N(CC(=O)NC2CCCC2)C(=O)Cn2nnc(-c3ccc(OC)c(OC)c3)n2)cc1	-22%[9.22 µM]	-11%[10 µM]	1%	-20%	-4%	3%	-11%
COCCn1c(SCC(=O)Nc2ccc(N3CCOCC3)cc2)nc2ccccc21	-8%	18%[10 µM]	7%	-8%	-2%	1%	11%
CCOc1ccccc1NC(=O)C1CCN(C(=O)Cc2ccccc2)CC1	-15%	-40%[inhibitor]	0%	1%	·	-18%	43%[activator]
CCc1oc(C(=O)OC)cc1CSC(=N)N	26%[9.22 µM]	11%[10 µM]	3%	·	2%	·	-9%
COc1ccc(CNc2nc(NCc3ccc(OC)cc3)c3[nH]cnc3n2)cc1	11%[9.22 µM]	-10%[10 µM]	-2%	·	-13%	·	2%
COc1cccc(OCCOc2ccccc2OC(C)C)c1	-2%[9.22 µM]	-13%	-2%	-6%	-9%	-10%[38.3 µM]	-2%
CC(C)CN1C(=O)/C(=C(/C#N)C(=O)NC2CCCCC2)c2ccccc21	6%	6%[10 µM]	6%	0%	-11%	21%	-6%
Cc1ccc(NC(=O)C2CC(=O)NC(N3CCc4ccccc43)=N2)cc1 (stereo not drawn)	18%	0%[10 µM]	2%	4%	-12%	15%[38.3 µM]	-1%
COc1cc(OC)cc(-c2nnc(N(C)C(=O)c3ccncc3)s2)c1	3%	-36%[inhibitor]	1%	7%	-3%	16%	3%
CC(C)c1onc(C(=O)NC2CCCCC2)c1[N+](=O)[O-]	?	-13%	2%	3%	-3%	4%	-4%
CC(C)(C)CC(=O)Nc1nn[nH]n1	-3%	·	10%	4%	-7%	1%	-4%
O=C1CCN(S(=O)(=O)c2ccccc2)CCN1CCOCc1ccc(F)cc1	0%[9.22 µM]	-15%[10 µM]	-1%	·	-4%	·	-2%
Cc1ccc(N(CN2C(=O)NC(C)(C)C2=O)CN2C(=O)NC(C)(C)C2=O)cc1	-1%	-30%	3%	-3%	-1%	15%[38.3 µM]	1%
CC1CCc2nn(CC(=O)Nc3ccc(F)cc3F)cc2C1 (stereo not drawn)	-10%	-3%	2%	-4%	1%	8%[38.3 µM]	5%
CC1C(Br)C(=O)NC(=O)N1Cc1ccccc1 (stereo not drawn)	6%	-40%	1%	7%	5%	-2%	5%
CC1(C)OC(=O)N(c2ccccc2)C12C=Cc1c(ccc3ccccc13)O2 (stereo not drawn)	?	0%[1.9 µM]	-5%	-8%	3%	20%	-9%
O=[N+]([O-])c1ccc(Cl)cc1NCCCN1CCOCC1	9%	-4%[10 µM]	-3%	-3%	3%	2%	1%
Cn1c(CNC(=O)OC(C)(C)C)n[nH]c1=S	-2%[9.22 µM]	-12%[10 µM]	-9%	11%	-8%	3%	10%

New compounds follow.
SMILES	HttQ103 aggreg	HTT cytoprotect	GAA glycogen mod	GAA inh	aGlu spleen mod	IMPase Li inh	RGS12 GoLoco inh
COc1ccc2[nH]c(C(=O)N3CCCN(Cc4ccc(F)cc4)CC3)cc2c1	5%[9.22 µM]	4%[10 µM]	3%	·	-2%	·	9%
Cc1c(C#N)c2ccccc2n1CC(=O)N1CCCC1	-3%	10%	8%	-2%	-18%	15%[38.3 µM]	11%
Cc1cc2c(OCC(O)CN3CCCC3)cccc2[nH]1 (stereo not drawn)	9%	28%[10 µM]	-2%	-2%	2%	-2%	9%
CCOc1cccc(C(=O)Nc2cccc(-c3nnc(-c4ccccc4)o3)c2)c1	-12%	-25%[10 µM]	3%	-1%	0%	11%[38.3 µM]	4%
CCCC(=O)Nc1ccc(NC(=O)Cc2ccccc2)cn1	-8%	-7%[10 µM]	3%	-4%	-6%	-3%[38.3 µM]	2%
O=C(CCc1nc2ccccc2c(=O)[nH]1)OCc1ccc(Cl)cc1Cl	17%	·	-8%	-1%	-5%	-4%	9%
CC(C)CNC(=O)COC(=O)c1cc(Cl)cc(Cl)c1N	17%[9.22 µM]	-14%	4%	?	3%	14%[38.3 µM]	-12%
COc1ccc(S(=O)(=O)N(CC(=O)N/N=C/c2ccccc2C(=O)O)c2ccccc2OC)cc1	13%[9.22 µM]	15%[10 µM]	6%	·	-2%	·	5%
COc1ccc(C(C)=O)cc1COC(=O)c1cccnc1SC	0%	-54%	-1%	?	2%	-10%	5%
O=C(Cn1c(O)c(/C=C2\C=Nc3ccccc32)sc1=O)N1CCOCC1	15%	?	5%	2%	-1%	-10%	13%
COC(=O)C1C(=O)NCC1c1ccc(C)cc1 (stereo not drawn)	-11%	-2%	5%	-5%	-7%	27%[38.3 µM]	5%
CCOC(=O)c1c(C)c(C(=O)O)n(C)c1C	6%	6%	-14%	3%	2%	-1%[38.3 µM]	3%
Cc1ccc(NC(NC(=O)Cc2ccccc2)C(Cl)(Cl)Cl)cc1 (stereo not drawn)	-7%	24%[10 µM]	-7%	?	3%	18%	2%
CCOC(=O)c1ccc(CSc2ncn[nH]2)o1	-2%	-6%	7%	-12%	3%	24%[38.3 µM]	2%

Exported as labelled records: entries from further up
Cc1ccc(NC(NC(=O)Cc2ccccc2)C(Cl)(Cl)Cl)cc1 (stereo not drawn)
  HttQ103 aggreg = -7% | HTT cytoprotect = 24%[10 µM] | GAA glycogen mod = -7% | GAA inh = ? | aGlu spleen mod = 3% | IMPase Li inh = 18% | RGS12 GoLoco inh = 2%
CCOC(=O)c1ccc(CSc2ncn[nH]2)o1
  HttQ103 aggreg = -2% | HTT cytoprotect = -6% | GAA glycogen mod = 7% | GAA inh = -12% | aGlu spleen mod = 3% | IMPase Li inh = 24%[38.3 µM] | RGS12 GoLoco inh = 2%

This is a subset; rates above refer to the full screens.
